EP2 antag: blocks the human prostaglandin E2 receptor EP2 | C6 glioma cells expressing human EP2, cAMP TR-FRET; cells stimulated with saturating PGE2 | inhibition, % at 25 µM | hit rate 0.52% among 260,000 | AID 1422;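 active = percent inhibition above 40 after rounding to a whole number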;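 note: rat C6 glioma host cells with rolipram phosphodiesterase inhibitor present; the protocol text gives 20 µM as final concentration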
Target sequence (P43116 whole entry, looked up): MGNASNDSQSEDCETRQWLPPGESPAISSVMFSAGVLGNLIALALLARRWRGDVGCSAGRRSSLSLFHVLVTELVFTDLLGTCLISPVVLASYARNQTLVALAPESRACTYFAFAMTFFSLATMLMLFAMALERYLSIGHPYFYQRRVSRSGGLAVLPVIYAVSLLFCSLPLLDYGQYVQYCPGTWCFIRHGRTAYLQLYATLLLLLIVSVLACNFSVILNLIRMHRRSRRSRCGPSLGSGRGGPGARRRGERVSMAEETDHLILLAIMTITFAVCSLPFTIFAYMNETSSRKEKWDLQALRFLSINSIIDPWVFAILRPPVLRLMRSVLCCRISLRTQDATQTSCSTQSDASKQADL
* = called active by the depositor. A portion of the library; rates above refer to the full screens.

SMILES	EP2 antag
CC1CN(c2nc3ccccc3nc2C(C#N)C(=O)NC2CCCCC2)CC(C)O1 (centres undefined)	2.3
Cc1ccc(C2=NOC(c3nnc(-c4ccccc4)o3)C2)cc1 (centres undefined)	5.4
CCOC(=O)C1=C(C)NC(C)=C(C(=O)OCC)C1c1ccccc1/C=C/C(=O)OC(C)(C)C	10.3
Cc1ccc(-c2csc(NCCc3nc4cc(Cl)c(Cl)cc4n3CCCO)n2)cc1	9.8
O=C(CSc1ccccn1)N1CCN(C(=O)CSc2ccccn2)CC1	8.4
Cc1csc(NC(C)c2nc3cc(C(F)(F)F)ccc3n2CCCO)n1 (centres undefined)	11.8
COc1cc(/C=C/CO)ccc1O[C@@H]1O[C@H](CO)[C@@H](O)[C@H](O)[C@H]1O	21.7
CCCCc1nc2ccccc2c(=O)n1NC(=O)c1c(O)c2cccc3c2n(c1=O)CC3	18.3
COC(=O)C1=C(C(=O)OC)[C@@H]2N(Cc3ccccc3)c3ccccc3[C@@]23C[C@@H](C(=O)OC)N(C(=O)c2cc(C)oc2C)C3=N1	11.1
C=C1CCN([C@@H](CC(C)C)C(=O)Nc2nc3ccc(Cl)cc3s2)S(=O)(=O)c2ccccc21	17.0
CCOC(=O)C1Nc2ccc(OC(F)(F)F)cc2C2C=CCC12 (centres undefined)	10.8
C/C(=C\[C@@H](NP(=O)(c1ccccc1)c1ccccc1)c1ccccc1)CO[Si](c1ccccc1)(c1ccccc1)C(C)(C)C	18.9
CC(C)(C)C(=O)NCCc1nc(-c2ccccc2)no1	15.1
CN(C)c1ccc(N2[C@@H](CC(=O)O)c3cc(C(F)(F)F)ccc3S2(=O)=O)cc1	4.9
CC(C)CCNC(=O)C1CC(c2ccccc2[N+](=O)[O-])=NO1 (centres undefined)	5.6
C=C[C@H]1[C@H](OC2OC(CO)C(O)C(O)C2O)OC=C(C(=O)OC)[C@H]1C[C@H]1CC(=O)C[C@H](CC(=O)CCc2ccc(O)cc2)O1 (some centres undefined)	21.6
CCN(CC)CCCN1C=C2C(=O)C(C)(OC(=O)CCC(=O)OC)C(=O)C=C2C=C1C1CC1 (centres undefined)	10.7
CCOc1ccc(Cl)cc1Nc1nc(NCCO)nc(N2CCCC2)n1	5.9
O=[N+]([O-])c1cc(-c2csc(NC(CO)c3nc4ccccc4n3CCOCCO)n2)ccc1Cl (centres undefined)	8.4
COC(=O)[C@H]1C[C@H]1[C@@H](NC(=O)c1ccc[nH]1)c1ccccc1	0.0
C/C=C/c1cc(OC)c2c(c1)[C@H](C)[C@@H](c1ccc(O)c(OC)c1)O2	14.3
COC(=O)C[C@H]1c2cc(C(F)(F)F)ccc2S(=O)(=O)N1c1ccc(N(C)C)cc1	7.8
O=C1[C@H]2[C@H](C=CC[C@H]2C(=O)N2CCN(c3ccccc3)CC2)CCN1Cc1ccc(Cl)c(Cl)c1	18.3
O=C(NCc1cccs1)c1cc(-c2ccccc2)nn1CC1CC(c2cccnc2)=NO1 (centres undefined)	0.4
CS(=O)(=O)N1c2ccccc2[C@@]2(Br)C[C@H]3C(=O)N[C@@H](Cc4ccccc4)C(=O)N3[C@@H]12	16.4
CC(C)=CCc1c(-c2ccc(O)cc2O)oc2c3c(cc(O)c2c1=O)OC(C)(C)C=C3	18.7
COC(C[C@@H]1O[C@@H]1C(=O)[C@@H](C)OCc1ccccc1)OC	5.0
CC(C)C(=O)NCCc1nc(-c2ccccc2)no1	10.8
COc1ccc(CNC(=O)c2ccc(N3CCC4(CC3)CC(c3ccc(Cl)cc3)=NO4)c(NC(=O)c3ccccc3)c2)cc1	12.6
CCO[C@@H]1OC(C(=O)NCc2nc3ccccc3[nH]2)=C[C@H](c2coc3ccccc3c2=O)[C@H]1CCCO	-4.4

The last 2 records of the section above lead into the next.
SMILES	EP2 antag
COc1ccc(CNC(=O)c2ccc(N3CCC4(CC3)CC(c3ccc(Cl)cc3)=NO4)c(NC(=O)c3ccccc3)c2)cc1	12.6
CCO[C@@H]1OC(C(=O)NCc2nc3ccccc3[nH]2)=C[C@H](c2coc3ccccc3c2=O)[C@H]1CCCO	-4.4
CSc1sc(C(=O)O)c2c1C(=O)CC(C)(C)C2	36.1
C#CCSc1nnc(C)c(C)n1	4.9
CCOC(=O)N1C2=NC(C(=O)OC)=C(C(=O)OC)[C@@H]3N(C)c4ccc(OC)cc4[C@]23C[C@H]1C(=O)OC	10.5
COCOc1ccc(C=O)c(O)c1	11.3
CCC1=C[C@H]2CN(C1)Cc1c([nH]c3ccccc13)[C@@](C(=O)OC)(c1cc3c(cc1OC)N(C)[C@H]1[C@@](O)(C(=O)OC)[C@H](OC(C)=O)[C@]4(CC)C=CCN5CC[C@]31[C@@H]54)C2	14.9
Cc1ccc(CN2C(=O)[C@H]3Cc4c([nH]c5ccccc45)C(C)(C)N3C2=O)cc1	3.1
COCCNC(=O)c1onc(CSc2ccc(F)c(F)c2)c1C(=O)NCCOC	10.9
CCCCOC(=O)c1ccc(NC(=O)c2c(N)n(C)c(=O)[nH]c2=O)cc1	13.4
COC(=O)[C@H]1C[C@H]1[C@@H](NC(=O)c1cccnc1)c1ccccc1	24.9
OCCNc1nc(Nc2ccccc2OC(F)(F)F)nc(N2CCCC2)n1	13.5
C=C1CCN(c2ccc(C(=O)NCc3ccc(OC)cc3)cc2[N+](=O)[O-])CC1	14.4
CS(=O)(=O)c1ccc(CNC(=O)[C@]2(C(F)(F)F)C[C@H](CCc3ccccc3)CCCO2)cc1	20.2
COc1ccc(COC[C@H](C)[C@H](O)[C@@H](C)[C@H]2OC(=O)[C@@H]2C)cc1	1.0
COc1ccccc1NC(=O)CSc1ccc2nnc(-c3ccccn3)n2n1	10.7
COC(=O)CCC(=O)OC1(C)C(=O)C=C2C=C(C3CC3)OC=C2C1=O (centres undefined)	14.8
O=C(NCCc1nc(-c2ccccc2Cl)no1)C1CCCCC1	5.6
COC(=O)C1=C[C@@H](C(=O)OC)[C@@H]2C3=C(C(=O)[C@]2(CC(C)C)NC(=O)c2ccccc2)[C@H](C)n2c(=O)n(-c4ccccc4)c(=O)n2[C@@H]3C1	3.0
O=C(O)CCc1ccc(NCc2cccc(Oc3ccccc3)c2)cc1	16.2
NC1=NC[C@@H](Cc2ccc(O)cc2)N1CCC12CC3CC(CC(C3)C1)C2	13.9
O=C(NCC1CC1)C1(C(F)(F)F)CC(CCc2ccccc2)CCCO1 (centres undefined)	4.8
CCOc1ccc(C2=CC(c3ccccc3)n3ncnc3N2)cc1 (centres undefined)	5.4
Cc1ccc(C2=NOC(C)(c3nnc(-c4ccccc4)o3)C2)cc1 (centres undefined)	12.3
C[C@]12CCC[C@H](O1)c1c(cc3c(c1O)C(=O)c1c(O)cc(O)cc1C3=O)O2	14.5
CCOC(=O)CCCCCNC(=O)c1ccc(F)cc1F	7.6
COc1ccc(CNC(=O)C2(CC3CC(c4ccccc4)=NO3)CCN(C(=O)OC(C)(C)C)CC2)cc1 (centres undefined)	15.0
O=C(c1cccc(Cl)c1)N1CCC(=O)N(C(CO)Cc2ccccc2)CC1 (centres undefined)	4.3
COC(=O)CN1C(=O)[C@@H]2[C@H](C1=O)[C@@H]1CC(C(=O)OC)=C[C@@H](C(=O)OC)[C@@H]3C1=C(C(=O)[C@@]3(C)NC(=O)c1ccccc1)[C@@H]2C	3.4
Cc1nnc(SCCCOc2ccccc2)nc1C	6.2
O=c1oc2ccccc2c(O)c1/C=N/c1ncccn1	6.5
Cc1ccnc(SCCn2c(Br)nc3c2c(=O)[nH]c(=O)n3C)n1	3.2
Cn1c2c(c3ccccc31)CCN=C2c1ccccc1	9.3
CCO[C@@H]1OC(C(=O)NC2CC2)=C[C@H](C2CCCCC2)[C@H]1CCCO	4.2
CCN(CC)S(=O)(=O)c1cccc(-c2nnc(SCC(=O)c3cc(C)n(C4CC4)c3C)o2)c1	9.6
O=C(N[C@H](CO)Cc1ccccc1)c1ccco1	7.9
CC(C)(C)[C@H]1C=C(C(=O)O)O[C@@H](OCCCCO)C1	4.1
C[C@H](O)[C@@]1(O)CC[C@H]2[C@@H]3CC[C@@H]4C[C@H](O)CC[C@]4(C)[C@H]3CC[C@@]21C	13.1
C[C@@H]1CC[C@@]2(O[C@@H](CCO)C[C@@H](O)[C@@H]2O)O1	12.5
Cc1ccc(Cn2c(C(CO)Nc3nc(-c4ccc(Cl)c([N+](=O)[O-])c4)cs3)nc3ccccc32)cc1 (centres undefined)	7.9
C#Cc1ccc([C@@H]2C=C(C(=O)N3CCOCC3)O[C@H](OCc3ccc(CO)cc3)C2)cc1	8.9
CC1=C(N2CCN(c3ncccn3)CC2)CCC1=O	10.6
COCOc1cc(O)c2c(=O)c(OCOC)c(-c3ccc(OCOC)c(OCOC)c3)oc2c1	11.7
CCOC(=O)C1Nc2c(F)cc(C)cc2C2c3ccccc3CC12 (centres undefined)	21.2
CCCNc1nc(C)cc(-c2cc(C(=O)Nc3ccccc3)on2)n1	3.5
CCOC(=O)C[C@H]1c2ccc(C(F)(F)F)cc2S(=O)(=O)N1c1ccccc1	13.0
CCCC(=O)NC(C)c1nc(-c2ccc(C)cc2)no1 (centres undefined)	9.9
CCCCCCCCCCCCN1[C@@H](CC(=O)O)c2cc(C(F)(F)F)ccc2S1(=O)=O	11.6
COCCNC(=O)C1Nc2ccc(C(F)(F)F)cc2C2C=CCC12 (centres undefined)	10.5
O=C(NCc1cccs1)c1cc(-c2ccccc2)nn1CC1CC(c2cccc([N+](=O)[O-])c2)=NO1 (centres undefined)	10.3
COCOc1ccc(-c2cc(=O)c3c(O)cc(OCOC)cc3o2)cc1	14.3
C=C1CCN([C@@H](CC(C)C)C(=O)NCc2ccc(Cl)cc2)S(=O)(=O)c2ccccc21	10.2
O=C(Nc1ccccc1N1CCN(c2ccccc2)CC1)C1CCCCC1	6.2
O=c1c(O)c(-c2ccc(O)cc2)oc2cc(O)cc(O)c12	11.4
COc1ccnc(CS(=O)c2nc3cc(OC(F)F)ccc3[nH]2)c1OC (centres undefined)	15.8
COc1ccc(-n2nnc3c(=O)n(CC(=O)N4CCC(Cc5ccccc5)CC4)cnc32)cc1	12.8
CCCNC(=O)C1(CC2CC(c3ccccc3)=NO2)CCN(C(=O)CCCCCBr)CC1 (centres undefined)	5.4
CN(C(=O)OC(C)(C)C)c1ccc(-c2nc3ccccc3s2)cc1	11.4
Cc1nn(C(=O)c2ccoc2C)c(N)c1-c1ccccc1	11.7
CCOC(=O)c1ccc(NC(=O)CSc2nc3c(c(=O)n2-c2ccccc2OC)SCC3)cc1	6.5
COc1ccc(-c2csc(NC(C)c3nc4cc(Cl)c(N5CCCCC5)cc4n3CCOCCO)n2)cc1 (centres undefined)	11.8
C[C@H]1C[C@H]2[C@@H]3CCC4=CC(=O)C=C[C@]4(C)[C@@]3(F)[C@@H](O)C[C@]2(C)[C@@]1(O)C(=O)CO	19.3

Fetched by compound from the list above, 5 records:
SMILES	EP2 antag
CC1=C(N2CCN(c3ncccn3)CC2)CCC1=O	10.6
CCCCCCCCCCCCN1[C@@H](CC(=O)O)c2cc(C(F)(F)F)ccc2S1(=O)=O	11.6
C[C@@H]1CC[C@@]2(O[C@@H](CCO)C[C@@H](O)[C@@H]2O)O1	12.5
O=c1c(O)c(-c2ccc(O)cc2)oc2cc(O)cc(O)c12	11.4
COc1ccnc(CS(=O)c2nc3cc(OC(F)F)ccc3[nH]2)c1OC (centres undefined)	15.8

(listing goes on)
SMILES	EP2 antag
O=C(Nc1cccc(-c2nnc(-c3ccccc3)o2)c1)c1ccco1	7.2
COc1ccc(-c2oc3ccc(-c4ccc5c(c4)OCO5)cc3c2C#CC2(O)CCCCC2)cc1	7.9
CC(=O)Oc1ccc([C@@H]2COc3c(ccc4c3C=CC(C)(C)O4)C2)c(OC(C)=O)c1	11.6
OCCCn1c(CCNc2nc(-c3ccc(F)cc3)cs2)nc2cc(C(F)(F)F)ccc21	11.8
CCC(=O)OC1(C)C(=O)C=C2C=C(C3CC3)OC=C2C1=O (centres undefined)	22.1
C[C@H]1[C@@H](OC(=O)CCC(=O)O)O[C@@H]2OC3(C)CC[C@H]4[C@H](C)CC[C@@H]1[C@@]24OO3	15.9
CC(=O)OC1=C(O)C(=O)c2ccccc2C1=O	12.3
CC(=O)O[C@H]1CC[C@@]2(C)C(=CC[C@H]3[C@@H]4CC[C@H](C(C)=O)[C@@]4(C)CC[C@@H]32)C1	12.9
Cc1ccc(CN(Cc2cc3cccc(C)c3[nH]c2=O)C(=O)N(C)C)cc1	6.9
C=C(C)c1sc(-c2ccc(Cl)cc2)nc1C	9.9
CC1(c2nnc(-c3cccc(Cl)c3)o2)CC(c2c(Cl)cccc2Cl)=NO1 (centres undefined)	11.5
COC(=O)[C@@H]1C[C@@]2(Br)c3ccccc3N(S(=O)(=O)c3ccccc3)[C@H]2N1C(=O)OC	4.9
COC(=O)C1NC(=O)N2C(C(=O)OC)C(C)(C)S[C@H]12 (some centres undefined)	4.5
COc1ccccc1Nc1nc(NCCCCO)nc(N2CCCC2)n1	14.8
O=C(c1ccccc1)n1c(=S)nc2ccccn21	15.0
Cc1ccc(Cn2c(C(C)Nc3nc(C)cs3)nc3cc(Cl)c(Cl)cc32)cc1 (centres undefined)	10.7
COC(=O)C1=C(C)N(CCCC(=O)O)C(=O)NC1c1cccc(Cl)c1Cl (centres undefined)	16.9
O=C1[C@H]2[C@H](C=CC[C@H]2C(=O)N2CCN(c3ccccc3)CC2)CCN1Cc1ccccc1	11.3
O=C(NCC1CC1)[C@]1(C(F)(F)F)C[C@H](CCC2CCCCC2)CCCO1	3.2
COc1ccc(-c2ccncc2)cc1OC	8.1
O=C(CCCCC(=O)Nc1c(I)cc(I)c(C(=O)O)c1I)Nc1c(I)cc(I)c(C(=O)O)c1I	12.3
CCC/C=C1/CCCOC(C(=O)NCc2cc(C)n(C)n2)(C(F)(F)F)C1 (centres undefined)	13.0

Screening data as filed in PubChem BioAssay.
